Apaf1 inhib = inhibitors of human Apaf-1 apoptosome, primary screen, biochemical, DEVD-Rh110 fluorescence, uHTS. Apoptotic protease-activating factor 1 (Homo sapiens), O14727. reconstituted apoptosome caspase-3 activity. inhibition, % at 20 µM. 0.71% of 330,000 active. AID 489030, 2010; active = inhibition of at least 40% at 20 µM;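 note: plate controls were DMSO wells for no effect and DEVD-CHO caspase inhibitor wells for full effect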
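detection = Rh110 fluorescence intensity | test system = biochemical Apaf-1 apoptosome reconstitution | also added = cytochrome c and DEVD-Rh110 substrate | schedule = 30 min plus 50 min, RT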
mIAP block = inhibitors of mouse IAP, primary screen, biochemical, luminescence, uHTS; intestinal alkaline phosphatase [Mus musculus]; purified mouse IAP, CDP-Star luminescence, 30 min; inhibition, % at 10 µM; 0.2% of 330,000 active; AID 2806, 2010;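 active = inhibition of at least 40% at 10 µM in the primary screen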;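 note: plate controls were DMSO with enzyme for no effect and no enzyme wells for full effect; values of inactives mirror those of a sister screen read the other way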
TIM10 inh = growth inhibitors of isogenic TIM10 control yeast, primary screen, counter-screen for tim10-1 yeast inhibitor project, luminescence, uHTS. S. cerevisiae TIM10 strain growth, BacTiter-Glo luminescence, 24 h. inhibition, % at 10 µM. 1.4% of 330,000 active;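 active = inhibition of 40% or more at the single tested concentration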;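 note: wild-type TIM10 isogenic control strain grown at permissive 25 °C; 0% = DMSO yeast wells and 100% = minimal medium wells without yeast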
NALP3 yeast inh = NALP3 inflammasome inhibitors in reconstituted yeast, primary screen, luminescence, uHTS; Yeast reconstituted NLRP3/ASC/caspase-1, beta-gal luminescence, 24 h; inhibition, % at 10 µM; 0.39% of 330,000 active;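 active = inhibition of 50% or more; inactive = inhibition below 50%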;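 note: plate controls were induced DMSO wells for no effect and uninduced yeast grown without galactose for full effect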
hIAP activ = human IAP activators, primary screen, biochemical, luminescence, uHTS; purified human IAP, CDP-Star luminescence, 30 min; hits give high values; 1 = vehicle-only enzyme, 0 = enzyme-free background; activation factor at 10 µM; 0.16% of 330,000 active; Intestinal-type alkaline phosphatase (Homo sapiens), P09923;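 active = activation factor of the enzyme at least 2-fold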; note: the source names both 10 and 20 µM as test concentration; values of inactives mirror those of a sister screen read the other way
Target sequence (P09923 whole entry, looked up): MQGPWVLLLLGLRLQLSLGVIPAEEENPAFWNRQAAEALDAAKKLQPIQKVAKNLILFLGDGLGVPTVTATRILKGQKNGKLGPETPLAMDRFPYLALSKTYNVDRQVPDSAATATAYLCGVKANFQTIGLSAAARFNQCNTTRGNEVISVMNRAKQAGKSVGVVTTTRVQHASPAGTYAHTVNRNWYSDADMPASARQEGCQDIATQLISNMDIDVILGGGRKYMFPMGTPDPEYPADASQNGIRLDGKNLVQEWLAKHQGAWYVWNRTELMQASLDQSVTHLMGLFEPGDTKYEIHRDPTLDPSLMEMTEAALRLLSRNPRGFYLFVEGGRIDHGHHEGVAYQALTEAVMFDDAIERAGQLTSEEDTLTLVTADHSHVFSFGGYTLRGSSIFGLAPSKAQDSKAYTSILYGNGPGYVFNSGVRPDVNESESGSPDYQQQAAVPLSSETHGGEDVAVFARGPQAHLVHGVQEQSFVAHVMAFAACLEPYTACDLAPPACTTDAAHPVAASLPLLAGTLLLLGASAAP
ATG4B inh = ATG4B protease inhibitors, primary screen, biochemical, fluorescence, uHTS | Cysteine protease ATG4B (Homo sapiens), Q9Y4P1 | ATG4B cleavage of LC3-PLA2, NBD-HPC fluorescence, 1 h | inhibition, % at 8.33 µM | 0.51% of 340,000 active | AID 504462, 2011; in the data active = inhibition above about 40%
Target sequence (Q9Y4P1 whole entry, looked up): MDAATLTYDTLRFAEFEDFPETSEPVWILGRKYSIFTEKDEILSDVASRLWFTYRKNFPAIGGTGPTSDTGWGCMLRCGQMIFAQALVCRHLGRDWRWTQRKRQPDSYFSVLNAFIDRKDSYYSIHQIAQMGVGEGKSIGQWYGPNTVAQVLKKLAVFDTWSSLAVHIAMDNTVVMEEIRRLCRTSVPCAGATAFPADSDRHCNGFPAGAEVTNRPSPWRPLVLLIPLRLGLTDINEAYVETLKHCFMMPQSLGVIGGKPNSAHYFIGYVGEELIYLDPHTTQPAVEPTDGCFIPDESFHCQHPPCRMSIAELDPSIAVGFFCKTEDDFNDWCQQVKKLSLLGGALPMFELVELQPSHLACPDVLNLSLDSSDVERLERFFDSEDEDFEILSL
mIAP activ = activators of mouse IAP, primary screen, biochemical, luminescence, uHTS | intestinal alkaline phosphatase [Mus musculus] | 0.24% of 330,000 active | activation factor at 10 µM | muIAP, CDP-Star luminescence, 30 min; hits give high values; 1 = vehicle-only enzyme signal, 0 = enzyme-free wells;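 active = activation factor of at least 2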; note: the source names both 10 and 20 µM as test concentration; values of inactives mirror those of a sister screen read the other way
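Assay system: mouse IAP enzyme; Reagent: CDP-Star chemiluminescent phosphatase substrate; Compound: DMSO-dissolved test compounds; Incubation: 30 min, room temperature; Technique: luminescence from enzymatic CDP-Star hydrolysis; Controls: DMSO-only wells and no-enzyme negative control.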
hIAP inh = human IAP inhibitors, primary screen, biochemical, luminescence, uHTS; Intestinal-type alkaline phosphatase (Homo sapiens), P09923; purified IAP, CDP-Star luminescence, 30 min; inhibition, % at 10 µM; AID 2544, 2010; 0.12% of 330,000 active;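 active = inhibition reaching a set limit with compound at 10 µM in the primary screen, cut at about 35% in these data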;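 note: plate controls were DMSO wells with enzyme for no effect and no-enzyme buffer wells for full effect; values of inactives mirror those of a sister screen read the other way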
tim10-1 inh = growth inhibitors of tim10-1 mutant yeast, primary screen, luminescence, uHTS; S. cerevisiae tim10-1 ts strain growth, BacTiter-Glo, 24 h; 2.2% of 330,000 active; inhibition, % at 20 µM; AID 463190, 2010;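 active = inhibition of at least 40%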;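 note: mutant grown at 25 °C; 0% = DMSO wells with yeast and 100% = wells holding no yeast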
* marks the source's active call; other numbers are inactive results; . = no result given.

Order of results: NALP3 yeast inh | ATG4B inh | mIAP block | Apaf1 inhib | TIM10 inh | hIAP inh | mIAP activ | tim10-1 inh | hIAP activ
(1) CCOC(=O)C1CCCN(Cc2nc(N)nc(Nc3ccc(C)cc3)n2)C1 (centres undefined)
  -5 | -3 | -9 | 3 | -4 | 4 | 1.1 | 16 | 0.96
(2) CC(=O)n1c2ccccc2c2nc(NC(C)C)sc21
  12 | -10 | 3 | 15 | 12 | -8 | 0.97 | 25 | 1.1
(3) CCC(C)c1ccccc1OCC(=O)NN1C(=O)c2ccccc2C1=O (centres undefined)
  18 | 0 | 2 | 13 | 6 | -32 | 0.98 | 10 | 1.3
(4) COc1cc(C(=O)COC(=O)c2ccco2)cc(OC)c1OC
  15 | -16 | 3 | 1 | -5 | 2 | 0.97 | -6 | 0.98
(5) CCOC(=O)/C(=C\c1ccc(C)cc1)NC(=O)c1ccccc1
  -25 | -2 | 1 | -9 | 19 | 0 | 0.99 | 27 | 1
(6) Cc1nn(Cc2c(Cl)cccc2Cl)c(C)c1C(=O)NCc1ccc(C)n1C
  8 | 7 | 4 | 3 | 2 | 7 | 0.96 | 9 | 0.93
(7) CCOC(=O)/C(C#N)=C/Nc1ccccc1OC
  1 | 6 | 6 | 3 | 8 | -2 | 0.94 | 23 | 1
(8) CCCCn1c(=O)[nH]c(=O)c2c1nc(-c1ccccc1F)n2Cc1ccccc1
  17 | 17 | 7 | -3 | 35 | 5 | 0.93 | 30 | 0.95
(9) Cc1cc(C(=O)NCC(c2cccs2)N2CCOCC2)ccc1[N+](=O)[O-] (centres undefined)
  18 | 1 | -5 | 25 | -27 | 1 | 1 | 1 | 0.99
(10) CC(=O)Nc1ccc(S(=O)(=O)NC2(C(F)(F)F)NC(=O)N(C3CCCCC3)C2=O)cc1 (centres undefined)
  -11 | -7 | 6 | -15 | 4 | 17 | 0.94 | 0 | 0.83
(11) S=C(NCc1ccco1)N1CCN(c2cccc(Cl)c2)CC1
  7 | 2 | 10 | 4 | 23 | 9 | 0.9 | 15 | 0.91
(12) Cn1c(Cc2ccc3c(c2)OCO3)nnc1SCC(=O)N1CCc2ccccc2C1
  -9 | 4 | 9 | 11 | -16 | 2 | 0.91 | 14 | 0.98
(13) COC(=O)Cn1c(CCS(=O)(=O)c2ccc(C)cc2)nc2ccccc21
  7 | -7 | -3 | 0 | 9 | -10 | 1 | 15 | 1.1
(14) Cc1cccnc1NC(=O)c1ccc(Br)o1
  16 | 3 | 4 | -6 | -6 | 0 | 0.96 | 2 | 1
(15) COC(=O)c1nn(-c2ccc(OC)cc2)c(=O)cc1Sc1ccc(C)cc1
  -9 | 0 | 9 | -333 | 9 | -13 | 0.91 | 5 | 1.1
(16) CN(C)c1ccc(O)c2c1CC1CC3[C@@H](N(C)C)C(=O)C(C(N)=O)C(=O)[C@]3(O)C(=O)C1C2=O (some centres undefined)
  12 | -7 | 19 | -4 | 0 | 3 | 0.81 | -2 | 0.97
(17) Cn1cncc1C#Cc1c(C=O)n(C)c2ccccc12
  25 | -5 | -3 | 6 | 39 | -6 | 1 | 37 | 1.1
(18) Cc1nc2ccccn2c1-c1ccnc(=S)[nH]1
  1 | 19 | -18 | 5 | -8 | -1 | 1.2 | -3 | 1
(19) O=C(COc1cccc(C(F)(F)F)c1)NNC(=O)Cn1c(=O)cnc2ccccc21
  5 | 9 | 4 | 2 | -4 | -91 | 0.96 | -10 | 1.9
(20) CC1(C)Cc2nc3sc4c(SCC(=O)NCc5ccccc5)ncnc4c3cc2CO1
  20 | 10 | 1 | 10 | 6 | 10 | 0.99 | 31 | 0.9
(21) CCc1c(C)nc2c(Br)cccc2c1SCCC#N
  17 | -2 | 14 | 1 | 17 | 6 | 0.86 | 34 | 0.94
(22) CCOc1ccc(C(CCc2ccccc2)NC(=O)c2ccc(OC)c(OC)c2)cc1OCC (centres undefined)
  9 | 13 | -115 | 13 | 5 | 20 | 2.1* | 17 | 0.8
(23) CC1(C)CC(NCc2ccccc2)CCO1 (centres undefined)
  -9 | 7 | 7 | -2 | -9 | 8 | 0.93 | 3 | 0.92
(24) CCc1ccc(C(CC(=O)O)N2Cc3ccccc3C2=O)cc1 (centres undefined)
  4 | -3 | -1 | -3 | 3 | -5 | 1 | -1 | 1.1
(25) O=C(Cn1cc([N+](=O)[O-])cn1)N1CCN(Cc2ccc3c(c2)OCO3)CC1
  19 | 3 | 8 | -13 | 7 | 0 | 0.92 | 11 | 1
(26) O=S(=O)(c1ccccc1)c1nc(-c2ccco2)oc1NCCN1CCOCC1
  10 | 7 | 2 | 12 | -2 | -9 | 0.98 | -1 | 1.1
(27) O=C1CN(C(=O)c2ccc(F)cc2)c2ccccc2N1
  2 | -9 | -4 | -14 | -6 | 6 | 1 | 9 | 0.94
(28) CCN(CC)CCNC(=O)c1ccc(NC(=O)COc2ccc3c(c2)CCC3)cc1
  9 | -3 | -17 | 28 | 3 | 10 | 1.2 | 4 | 0.9
(29) CCCCSc1nc2sc3c(c2c(=O)[nH]1)CCC3
  18 | -17 | 6 | 16 | -4 | 7 | 0.94 | -8 | 0.93
(30) Cc1cccc(S(=O)(=O)Nc2ccc(S(=O)(=O)Nc3nccs3)cc2)c1
  9 | -1 | -1 | 7 | 8 | -16 | 1 | -1 | 1.2

In another format: entries from further up
21) CCc1c(C)nc2c(Br)cccc2c1SCCC#N
22) CCOc1ccc(C(CCc2ccccc2)NC(=O)c2ccc(OC)c(OC)c2)cc1OCC (centres undefined)
assay / compound | 21 | 22
NALP3 yeast inh | 17 | 9
ATG4B inh | -2 | 13
mIAP block | 14 | -115
Apaf1 inhib | 1 | 13
TIM10 inh | 17 | 5
hIAP inh | 6 | 20
mIAP activ | 0.86 | 2.1*
tim10-1 inh | 34 | 17
hIAP activ | 0.94 | 0.8

(next part)
Order of results: NALP3 yeast inh | ATG4B inh | mIAP block | Apaf1 inhib | TIM10 inh | hIAP inh | mIAP activ | tim10-1 inh | hIAP activ
(31) O=C(NNC(=O)c1nn(-c2ccc(F)cc2)ccc1=O)c1ccc(C(F)(F)F)cc1
  19 | 3 | 21 | -10 | -1 | 13 | 0.79 | -3 | 0.87
(32) O=S(=O)(NCCc1csc(-c2cccnc2)n1)c1cc(F)ccc1F
  -2 | 14 | -6 | 3 | 9 | -6 | 1.1 | 4 | 1.1
(33) Cn1c(=O)c2c(ncn2CC(=O)OCC(=O)Nc2cc(Cl)ccc2Cl)n(C)c1=O
  -3 | -8 | -1 | 1 | 0 | 0 | 1 | 6 | 1
(34) COc1ccc(CNC(=O)c2ccc(C(C)(C)C)cc2)cc1
  19 | 2 | -5 | -8 | -4 | 6 | 1.1 | 12 | 0.94
(35) CC1=C(C(=O)N2CCCC(N3CCN(c4ccccc4F)CC3)C2)OCCO1 (centres undefined)
  6 | 4 | 2 | 12 | 27 | 2 | 0.98 | 5 | 0.97
(36) O=C(COc1cccnc1[N+](=O)[O-])Nc1ccc2c(c1)OC(F)(F)O2
  18 | -7 | 0 | 11 | -4 | -4 | 1 | 17 | 1
(37) CNc1oc(-c2cccs2)nc1C#N
  21 | 3 | 8 | -1 | -2 | 3 | 0.92 | -1 | 0.97
(38) CSc1ccc(C(=O)/C=C/c2ccc(N)cc2)cc1
  41 | -16 | -1 | 7 | -37 | 11 | 1 | 13 | 0.89
(39) CC(NC(=O)Nc1ccccn1)N1C(=O)C2C3C=CC(C3)C2C1=O (centres undefined)
  3 | -2 | -10 | 3 | -2 | -14 | 1.1 | 13 | 1.1
(40) Cc1cccc(NC(=O)c2ccoc2C)n1
  1 | -3 | 3 | 6 | -4 | 18 | 0.97 | -2 | 0.82
(41) CN(CC(=O)Nc1ccc(F)cc1)C(=O)c1cccc(S(=O)(=O)N2CCN(c3ccc(F)cc3)CC2)c1
  18 | -13 | -3 | 16 | 1 | 14 | 1 | 14 | 0.86
(42) Cn1cnnc1SCC(=O)c1cc2ccccc2o1
  1 | 4 | 8 | -13 | 14 | 7 | 0.92 | 12 | 0.93
(43) O=C(O)CCC(=O)N1CCc2cc(S(=O)(=O)N3CCCCC3)ccc21
  5 | -1 | -4 | -4 | -13 | -12 | 1 | 14 | 1.1
(44) CN1CCc2ccccc2C1C1CCNCC1 (centres undefined)
  3 | 4 | 18 | 4 | 7 | -6 | 0.82 | 9 | 1.1
(45) COc1ccc(C(=O)NCC(=O)c2ccccc2)cc1
  11 | -3 | -16 | 0 | 4 | -2 | 1.2 | -24 | 1
(46) CCOc1ccc(NC(=O)c2ccc3c(=O)n4c(nc3c2)CCCCC4)cc1
  14 | -4 | -4 | 17 | -1 | 8 | 1 | -5 | 0.92
(47) CC(C)c1ccc(S(=O)(=O)c2cn(Cc3ccc(F)cc3)c3cc4c(cc3c2=O)OCO4)cc1
  7 | . | 4 | 5 | 6 | -7 | 0.96 | 10 | 1.1
(48) C/C(=N\NC(=O)c1nnn(-c2nonc2N)c1-c1cccs1)c1ccncc1
  0 | -1 | -14 | 5 | -12 | 2 | 1.1 | -7 | 0.98
(49) COc1ccccc1CNCc1ccc(OC)c2ccccc12
  22 | -8 | 3 | -2 | 6 | -11 | 0.97 | 14 | 1.1
(50) O=C(CS(=O)(=O)c1ccc(F)cc1)N1CCOCC1
  16 | -5 | 6 | -3 | 7 | 9 | 0.94 | -11 | 0.91
(51) COc1ccc(CSc2nnnn2-c2ccc(C(N)=O)cc2)cc1[N+](=O)[O-]
  5 | 25 | -2 | 8 | -8 | -8 | 1 | 6 | 1.1
(52) Cc1cc(-c2ccc(F)cc2)nc2cc(C(N)=O)nn12
  2 | -5 | -3 | -1 | 3 | -17 | 1 | 3 | 1.2
(53) CCOc1ccc2[nH]cc(S(=O)(=O)c3ccc(Cl)cc3)c(=O)c2c1
  -10 | -9 | 0 | 8 | -1 | 5 | 1 | 5 | 0.95
(54) COc1cccc(C2NC(=O)N(CCCC(=O)O)C(C)=C2C(=O)OCc2ccccc2)c1 (centres undefined)
  19 | . | -6 | 2 | 2 | -19 | 1.1 | 1 | 1.2
(55) O=C(NCCc1nc2ccccc2[nH]1)c1ccco1
  -4 | 7 | 3 | -5 | 0 | 13 | 0.97 | -8 | 0.87
(56) CCN(CC)S(=O)(=O)c1cc(NC(=O)CNc2cccc(S(=O)(=O)N3CCCC3)c2)ccc1C
  8 | 0 | -11 | 15 | 4 | 16 | 1.1 | 10 | 0.84
(57) Cc1cc(NC(=O)C(C)C)n(-c2nc3ccccc3s2)n1
  37 | -3 | 7 | 2 | 14 | 10 | 0.93 | 3 | 0.9
(58) Cc1ccc(-c2nnn(CC(=O)N(Cc3ccco3)C(C(=O)NC(C)(C)C)c3ccncc3)n2)o1 (centres undefined)
  -17 | -3 | 2 | -2 | 17 | -8 | 0.97 | 16 | 1.1
(59) Cc1cc(C)cc(OCC(=O)Nc2cccc(C(=O)O)c2)c1
  4 | -7 | -11 | -11 | 0 | 0 | 1.1 | 19 | 1

A few values from the entries so far.
entry 40 | mIAP activ = 0.97
entry 37 | Apaf1 inhib = -1

Screens (PubChem)
